High-throughput results deposited in PubChem BioAssay by several laboratories.
bIAP inh = blocks bovine intestinal alkaline phosphatase activity; purified bovine IAP, CDP-star luminescence, 30 min; AID 1019; inhibition, % at 20 µM; 190,000 tested, under 10 active;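 active means over 50% inhibition of intestinal alkaline phosphatase at 20 µM in the single-dose screen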
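Incubation: 30 min reaction at room temperature / Material: purified bovine intestinal alkaline phosphatase (IAP) enzyme / Input: enzyme at 1/65,000,000 dilution / Dosing: 20 µM single dose / Signal: CDP-star luminescence signal / Reagent: CDP-star chemiluminescent phosphatase substrate, 30 µM final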
TNAP inh hiacc = inhibitors of human TNAP at high phosphate acceptor concentration; purified TNAP, CDP-star luminescence, 1 M DEA; P05186; 200,000 tested, 0.03% active; AID 1135; inhibition, % at 20 µM;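 active means over 50% inhibition of tissue-nonspecific alkaline phosphatase at 20 µM in the single-dose screen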;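 further: plate controls were DMSO wells for no effect and EDTA-quenched wells as full inhibition for full effect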
Target sequence (P05186 whole entry, looked up): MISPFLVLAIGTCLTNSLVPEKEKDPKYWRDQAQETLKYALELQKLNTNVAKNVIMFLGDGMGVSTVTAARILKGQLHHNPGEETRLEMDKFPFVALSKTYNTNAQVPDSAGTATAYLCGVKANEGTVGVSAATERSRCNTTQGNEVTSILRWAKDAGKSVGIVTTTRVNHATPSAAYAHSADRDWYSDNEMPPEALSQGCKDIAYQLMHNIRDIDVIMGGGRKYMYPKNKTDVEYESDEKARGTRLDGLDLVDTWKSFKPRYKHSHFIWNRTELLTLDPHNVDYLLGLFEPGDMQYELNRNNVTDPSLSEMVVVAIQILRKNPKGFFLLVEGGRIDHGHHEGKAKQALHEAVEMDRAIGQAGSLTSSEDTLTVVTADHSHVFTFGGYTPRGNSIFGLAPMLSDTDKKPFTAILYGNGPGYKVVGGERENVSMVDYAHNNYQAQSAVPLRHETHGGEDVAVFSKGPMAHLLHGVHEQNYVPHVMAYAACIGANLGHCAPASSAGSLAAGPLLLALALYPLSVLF
Efa HMGR inh = E. faecalis class II HMG-CoA reductase inhibition. 190,000 tested, 0.41% active. purified E. faecalis HMGR, NADPH absorbance 340 nm kinetic. AID 1066. inhibition, % at 10 µM;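 active means inhibition above a set limit, the median over all tested compounds plus 3 SD, cut at about 9.5% in these data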;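 further: enzyme runs in reverse so mevalonate oxidation gives rising NADPH absorbance; 0% = complete reaction with DMSO and 100% = background rate lacking mevalonate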
SRC2 TRFRET art = TR-FRET artefact, counter-screen to PPARgamma/SRC-2 agonist assay; 200,000 tested, 0.4% active; stronger effect = higher value; AID 1049; TR-FRET ratio at 8 µM; in the data active means TR-FRET ratio above about 2000; further: inactives centre near 1500
TNAP inh noacc = blocks human TNAP activity with no phosphate acceptor present. inhibition, % at 20 µM. P05186. purified TNAP, CDP-star luminescence, 30 min. 200,000 tested, 0.26% active;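 active means tissue-nonspecific alkaline phosphatase inhibition above about 50% at 20 µM in the single-dose screen, limit read from the data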;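 further: 0% = DMSO negative control and 100% = EDTA positive control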
TNAP act hi DEA = increases human TNAP activity under high phosphate acceptor concentration. P05186. purified TNAP, CDP-star luminescence, 1 M DEA, 30 min; stronger effect = higher value; 0 = EDTA background, 1 = DMSO-only activity. activation factor at 20 µM. 200,000 tested, under 10 active. AID 1136;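 active means activation factor at least 2 at 20 µM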
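Measured by: Luminescent substrate turnover signal | Test system: Human TNAP | Input: TNAP 1/800 final | Dosing: 20 µM single point | Schedule: 30 min, room temperature | Controls: EDTA wells as negative control, DMSO wells as positive control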
PPARg SRC3 recr = agonists of human PPARgamma SRC-3 coactivator recruitment; activation, % at 8 µM; 200,000 tested, 0.26% active; P37231; biochemical PPARgamma/SRC-3 coactivator recruitment assay; in the data active means activation above about 23%;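 further: 0% = DMSO and 100% = reference agonist; some compounds past the cut are filed as inactive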
Target sequence (P37231 whole entry, looked up): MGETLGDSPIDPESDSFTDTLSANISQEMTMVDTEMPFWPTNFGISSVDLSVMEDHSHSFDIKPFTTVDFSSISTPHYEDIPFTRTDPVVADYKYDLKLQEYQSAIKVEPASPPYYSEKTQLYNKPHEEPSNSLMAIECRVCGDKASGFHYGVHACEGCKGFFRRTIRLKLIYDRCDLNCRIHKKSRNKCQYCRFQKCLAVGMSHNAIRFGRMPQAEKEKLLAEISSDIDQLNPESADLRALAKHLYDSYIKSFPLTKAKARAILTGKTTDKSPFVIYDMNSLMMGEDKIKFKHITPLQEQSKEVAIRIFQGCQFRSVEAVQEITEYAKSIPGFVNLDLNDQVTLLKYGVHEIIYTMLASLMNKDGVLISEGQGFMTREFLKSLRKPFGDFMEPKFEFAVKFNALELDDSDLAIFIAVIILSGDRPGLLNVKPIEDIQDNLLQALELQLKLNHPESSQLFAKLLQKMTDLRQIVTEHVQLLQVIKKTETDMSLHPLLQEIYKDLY
PPARg SRC1 recr = agonists of human PPARgamma SRC-1 coactivator recruitment | AID 631 | activation, % at 8 µM | PPARgamma-SRC-1 coactivator recruitment biochemical assay | P37231 | 200,000 tested, 0.41% active; in the data active means activation above about 19%;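 further: 0% = DMSO and 100% = reference agonist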
bIAP activator = intestinal alkaline phosphatase (bovine) activation; purified bovine IAP, CDP-star luminescence, 30 min; stronger effect = higher value; fold of DMSO-control signal, blank-subtracted; activation factor at 20 µM; 200,000 tested, 0.17% active; AID 1016;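 active means activation factor of 2 or more at 20 µM, a signal rise over negative controls twice the positive control's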
PPARg SRC-2 ag = PPARgamma-driven SRC-2 recruitment agonism; P37231; activation, % at 8 µM; 200,000 tested, 0.34% active; AID 1032; PPARgamma LBD-SRC-2 recruitment, biochemical; in the data active means activation above about 22%;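 further: 0% = vehicle and 100% = reference agonist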
An asterisk follows results filed as active; . = no result given.

SMILES	bIAP inh	TNAP inh hiacc	Efa HMGR inh	SRC2 TRFRET art	TNAP inh noacc	TNAP act hi DEA	PPARg SRC3 recr	PPARg SRC1 recr	bIAP activator	PPARg SRC-2 ag
Cc1ccnc(NC(=O)CCC(=O)N(CC(=O)NCc2ccccc2)Cc2ccco2)c1	-12	-8	-2	1591	-12	1.1	5	4	1.1	3
CCOC(=O)Cc1csc(NC(=O)COc2ccc(C)cc2)n1	-8	-3	-4	1437	-6	1	-1	-4	1.1	-1
CC(=O)Nc1nc(-c2ccc(Cl)cc2)ns1	15	-4	-3	1352	-6	1	-3	-2	0.9	-8
Cc1ccc(C(=O)N/N=C(/CC(=O)c2cccs2)C(F)(F)F)cc1	7	6	-2	1701	-40	0.9	5	13	0.9	-1
CCOC(=O)C1=C(CN2CCc3ccccc32)NC(=O)NC1c1cccc([N+](=O)[O-])c1 (centres undefined)	14	-5	0	1404	3	1.1	7	-1	0.9	10
CC1=Nn2c(nnc2-c2ccccc2Cl)SC1	10	-7	0	1479	-13	1.1	-6	-2	0.9	-7
Cc1ccc(C(=O)NCC(=O)NCC(=O)OCC(=O)c2ccc(F)cc2)cc1	-1	0	1	1416	-4	1	-4	4	1	-4
Cc1cccc(Cn2cc(/C=C/[N+](=O)[O-])c3ccccc32)c1	18	0	5	1566	-4	1	-15	2	0.8	-3
COC(=O)CCN(C1CCCCC1)S(=O)(=O)c1ccc(S(=O)(=O)NC2CCCCC2)cc1	0	0	1	1580	1	1	4	-3	1	12
COC(=O)c1ccc(COC(=O)CCS(=O)(=O)c2ccc(C)cc2)cc1	0	-1	-5	1413	2	1	2	11	1	-6
CCN=C1NN=C(c2cc(C)n(Cc3ccco3)c2C)CS1	10	-5	-3	1529	-5	1.1	0	-5	0.9	1
CC(C)CNC(=O)COC(=O)c1ccccc1SCC(=O)NCC(C)C	-8	-2	-7	1452	-4	1	-2	-2	1.1	-1
CN1CCN(C(=O)c2ccc3c(c2)NC(=O)C(C)(C)O3)CC1	2	-8	-4	1540	-6	1.1	2	-2	1	-3
CCOc1ccc(CNC(=O)CCn2c(=O)oc3ccccc32)cc1	0	3	2	1678	3	1	-1	-6	1	9
COC(=O)c1ccc2c(=O)n(NC(C)=O)c(=S)[nH]c2c1	6	-2	-1	1562	-14	1	7	0	0.9	8
Cc1nc2c3cnn(-c4ccc(C)c(C)c4)c3ncn2n1	6	2	4	1528	81*	1	-2	6	0.9	0
O=C(NCCc1c[nH]c2ccccc12)C1CCN(c2nnc(N3CCCC3=O)s2)CC1	-11	2	-6	1422	-4	1	-1	3	1.1	5
Cc1cc(C)c(OCC(O)CNC(C)(C)C)c(C)c1 (centres undefined)	5	-3	-6	1384	-7	1	-5	-11	0.9	-8
CN(C)c1ncc(S(=O)(=O)c2ccccc2)c(-c2ccccc2Cl)n1	7	-8	-4	1519	-12	1.1	-2	7	0.9	8
Cc1ccc(NC(=O)c2cc(Cl)ccc2[N+](=O)[O-])cc1C	-2	1	-2	1616	-11	1	3	-1	1	-2
O=C(C1CCCO1)N1CCN(S(=O)(=O)c2ccccc2)CC1 (centres undefined)	13	-2	-2	1472	-16	1	-10	-1	0.9	12
O=C(CSc1nnnn1-c1ccc2c(c1)OCO2)NCc1ccccc1	27	0	0	1483	-9	1	-4	1	0.7	4
CCOC(=O)C1CCCN(Cc2nc(Cc3ccccc3Cl)no2)C1 (centres undefined)	-5	-5	-1	1515	-6	1.1	-2	9	1	9
CCOC(=O)c1c(NC(=O)CSc2nnc3c(n2)[nH]c2ccc(F)cc23)sc(C(C)=O)c1C	-2	-5	-4	1587	1	1	0	-5	1	8
COc1ccc(-c2nnc3ccc(SCC(=O)Nc4cc(C)on4)nn23)cc1OC	0	-3	-1	1529	-6	1	5	-4	1	7
NC(=O)N/N=C/c1cn(-c2ccccc2)nc1-c1cccs1	-12	2	1	1561	-10	1	4	0	1.1	4
Cc1sc2c(=O)n3c(nc2c1C(=O)NC1CCCCC1)CCCCC3	-2	-8	-2	1421	-1	1.1	-5	3	1	-6
c1nc2sc3c(c2c2nnnn12)CCCC3	-3	-6	-1	1541	-5	1.1	-2	-2	1	4
CCN(CC)S(=O)(=O)c1cc(NC(=O)COC(=O)c2sc3ccccc3c2Cl)ccc1C	1	4	1	1742	-12	1	4	16	1	11
CCOC(=O)C1CCCN(C(=O)c2ccc(C)cc2O)C1 (centres undefined)	-5	2	0	1615	-5	1	1	1	1	3
COc1ccccc1-n1cc(C(=O)NCC(=O)N2CCN(c3ccccc3)CC2)c2ccccc2c1=O	-5	-7	1	1664	0	1.1	6	0	1.1	6
CCOc1ccc(NC(=O)CCN2CCN(S(=O)(=O)c3ccc(Cl)cc3)CC2)cc1	9	-8	-2	1640	-19	1.1	-3	0	0.9	10
O=C(CNc1ccc2ccccc2c1)N/N=C/c1cc2ccccc2nc1Cl	-6	-1	-2	1389	-2	1	3	0	1.1	-4
O=C(O)c1ccc2c(c1)C(=O)N(c1ccc(/C=C/C(=O)c3ccccc3)cc1)C2=O	-15	-2	-1	1654	-9	1	3	8	1.2	7
O=C(COc1ccc(Cl)cc1)NCc1nnc(SCC(=O)Nc2ccccc2F)o1	8	-3	4	1519	-9	1	1	-9	0.9	-5
COc1cc(C(=O)Nc2ccccc2C2COC(=O)C2=N)cc(OC)c1OC (centres undefined)	-46	-7	-4	1759	-12	1.1	2	5	1.5	7
O=c1c(Cc2ccc(F)cc2)c(O)ccn1Cc1ccc(Cl)cc1Cl	10	-1	-2	1694	-3	1	8	-7	0.9	9
Cc1ccc(S(=O)(=O)N2CCN(C(=O)C3COc4ccccc4O3)CC2)cc1C (centres undefined)	0	-6	-1	1306	-13	1.1	1	-4	1	-1
O=C(c1cccc([N+](=O)[O-])c1)N1CCN(c2ccc(Cl)cc2)CC1	-6	-4	0	1493	-13	1	-4	0	1.1	-5
Cc1ccc(OCC(=O)N2CCN(c3nnc(-c4ccc(C)cc4)c4ccccc34)CC2)cc1	0	-5	-1	1614	-8	1	3	-2	1	15
CSc1ccccc1NC(=O)CN(c1ccccc1Br)S(C)(=O)=O	15	-3	-2	1520	-8	1	4	6	0.8	6
COc1ccc(NC(=O)CC2SC(=O)NC2=O)cc1 (centres undefined)	9	-1	-1	1670	-6	1	-4	-1	0.9	4
CCOC(=O)c1ccc[n+](CC(=O)c2ccc(OC)cc2)c1	16	0	-1	1606	-10	1	2	10	0.8	-8
CCC(=O)Nc1ccc(N2CCN(Cc3ccccc3F)CC2)cc1	6	0	0	1583	-6	1	-4	0	0.9	-4
O=S(=O)(Cc1ccc(Cl)cc1)N1CCCC1	8	-1	-4	1566	-10	1	1	3	0.9	5
COc1ccc(CCNC(=O)CN2C(=O)c3cccc4cccc(c34)C2=O)cc1OC	-2	-5	0	1434	-4	1	0	-3	1	-4
CN(C)CCCN(C(=O)CCc1ccccc1)c1nc2ccc(Cl)cc2s1	21	-7	0	1517	-2	1.1	2	10	0.8	12
Cc1ccc(OCC(O)CNC(=O)c2ccccc2C(=O)O)cc1 (centres undefined)	-3	-6	-1	1484	-12	1.1	11	3	1	2
O=C(COc1ccc(Cl)cc1)OCC(=O)N1CCCc2ccccc21	13	-1	-7	1489	-10	1	-2	6	0.9	2
COCCCNCCOCCSc1ccc(Cl)cc1	.	-5	5	1546	-7	1	5	4	0.3	-6
CCOC(=O)N1CCN(C(=O)c2ccc3c(c2)ncn3C2CCCC2)CC1	-2	-5	-6	1532	-9	1	0	5	1	6
O=c1nc2n(c3ccc([N+](=O)[O-])cc13)CCCCC2	0	0	-2	1486	4	1	2	3	1	7
CC1Cc2ccccc2N1C(=O)CSc1ccccc1 (centres undefined)	.	-7	2	1489	-12	1.1	-7	0	0.4	2
O=C(CSc1cccc2cccc(Cl)c12)NC1=NCCS1	-13	-6	-9	1774	-24	1.1	6	0	1.1	13
CCc1nnc(NC(=O)CN2CCC(O)(c3ccccc3OC)CC2)s1	-2	-5	-4	1682	-13	1	-4	-2	1	5
Cc1nc(NCCCn2ccnc2)c2oc3ccccc3c2n1	-10	-2	-4	1423	-3	1	-9	2	1.1	2
CC1=CC(c2ccc(Cl)cc2)n2nc(N3C(=O)CCC3=O)nc2N1 (centres undefined)	-29	-2	0	1681	-9	1	0	-1	1.3	11
COc1cccc(CNC(=S)Nc2cc(OC)ccc2OC)c1	4	-3	3	1457	-12	1	3	-2	1	-3
CCOC(=O)CN(C(=O)CSc1nnc2c(n1)[nH]c1ccccc12)c1ccccc1	3	5	-2	1579	5	1	-11	2	1	-6
O=S(=O)(c1ccccc1F)N1CCN(CC(O)c2ccccc2)CC1 (centres undefined)	5	-7	-7	1436	-15	1.1	-1	5	1	0
Next part
SMILES	bIAP inh	TNAP inh hiacc	Efa HMGR inh	SRC2 TRFRET art	TNAP inh noacc	TNAP act hi DEA	PPARg SRC3 recr	PPARg SRC1 recr	bIAP activator	PPARg SRC-2 ag
C/C(=N\Nc1nc(-c2cc(C)ccc2C)cs1)c1cc2ccccc2oc1=O	27	4	-2	1616	7	1	1	2	0.7	0
CCN(CC)C(=O)Cn1cc(SCC(=O)Nc2cc(C)on2)c2ccccc21	6	-4	2	1593	-16	1	3	4	0.9	-1
CCOc1ccc(NC(=O)N2CCC(c3nc4ccccc4[nH]3)CC2)cc1	-13	2	-3	1643	3	1	4	4	1.1	0
COc1ccc(CNC(=O)C2CCC(CNc3c(N4CCOCC4)c(=O)c3=O)CC2)cc1 (centres undefined)	-10	-6	1	1583	-22	1.1	2	8	1.1	13
COc1ccc(CCCc2n[nH]c(=S)n2C)cc1C	-7	-2	-4	1511	-10	1	3	7	1.1	0
CC1=C(C(=O)OCC2CCCO2)C(c2ccncc2)C2=C(CCCC2=O)N1 (centres undefined)	0	-5	-3	1582	-14	1	1	-1	1	-4
O=C1CCc2cc(S(=O)(=O)NC(Cc3ccccc3)C(=O)NC3CCCC3)ccc2N1 (centres undefined)	13	-4	-6	1689	-6	1	8	-2	0.9	-1
Cc1nnc(SCC(=O)NCc2ccco2)n1-c1ccc(F)cc1	-13	-7	-2	1788	-11	1.1	10	5	1.1	12
CCOC(=O)C(=O)Nc1ccc([N+](=O)[O-])cc1OC	-45	5	-16	1708	-6	0.9	-2	-4	1.5	2
